# NOD1 NF-kB reporter – inhibition of NOD1-driven NF-kB reporter – cell-based, luminescence, uHTS, primary screen (AID 1578). NOD1-driven NF-kB luciferase reporter cells, luminescence; higher % means a stronger effect. inhibition, % at 4 µM, or EC50 in µM where a hit was titrated. 290,000 compounds, 1% hits; in the data active means inhibition mostly above about 36%, no sharp cut-off; inactive means mostly below about 34%;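 further: HEK-293T reporter cells stimulated with the NOD1 agonist gamma-tri-DAP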
# Dynein transport – blocks dynein driven cargo transport along microtubules; 3617.4 mouse cells, GR-EGFP nuclear translocation imaging; test concentration mostly 20 µM; stimulated with dexamethasone, 1 µM; active compounds read low; z-score, hits read low; AID 1381; 220,000 compounds, 0.47% hits;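 active means plate z-score of nuclear minus cytoplasmic receptor signal below a set negative limit, without overly bright fluorescence or cell loss, cut at about -3.5 in these data, passing the limit was not always enough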;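 further: z-score of nuclear minus cytoplasmic ring GR-EGFP intensity difference per well; some compounds called inactive have numbers as strong as hits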
#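 Buffer or medium: tet-free, stripped-serum medium; reagent: dexamethasone at 1.0 µM final, 30 min; incubation: 48 h induction, 1 h compound, 30 min dex at 37 °C; measured by: formaldehyde fixation, Hoechst nuclear stain, 10x automated fluorescence imaging; read-out: nuclear-to-cytoplasmic GR-EGFP distribution per well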
# Insulin prom up – MIN6 insulin promoter up-regulation | MIN6 insulin promoter-GFP reporter, high-content imaging; active compounds read high | 190,000 compounds, 0.3% hits | AID 1625 | z-score at 5 µM;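 active means z-score above 3 at 5 µM with at least 500 cells counted in the well; inconclusive means wells under 500 cells, flagged as cytotoxic or low count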
# Yfh1-off respiration – mitochondrial function rescue without frataxin homolog – Friedreich's ataxia, plus single-dose screen, dose response (AID 1465); 220,000 compounds, 0.074% hits; fold induction at 50 µM; hits with a dose series show EC50 in µM; S. cerevisiae Yfh1-off respiration, WST-1 reduction, 72 h; higher fold induction means a stronger effect;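 active means fold induction of absorbance versus untreated yeast above a set limit, then at least 30% activation at any dose in follow-up; inconclusive means repeats straddling the limit, or above it without dose testing; inactive means fold induction below the set limit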;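 further: activators that raise dye reduction in frataxin-depleted yeast; strong numbers were not always called active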
# HEK293 NOD2/NF-kB – NOD2 signaling inhibitors, cell-based, luminescence, uHTS, HEK293 (AID 1566); HEK293 NOD2/NF-kB luciferase reporter, luminescence; higher % means a stronger effect; inhibition, % at 4 µM, or EC50 in µM where a hit was titrated; 290,000 compounds, 0.63% hits; in the data active means inhibition above about 50%; further: many of its hits are not listed in these tables
# Autophagy mod – autophagy modulation, high-content screen. calls only at 10 µM (by protocol). MEF GFP-LC3 puncta imaging; test concentration mostly 10 µM. 190,000 compounds, 0.98% hits;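 active means percentage of spot-positive cells more than 3 SD above its plate mean, without a fluorescence outlier flag or 80% toxicity; inconclusive means no clear call, values can overlap the other calls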;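 further: spot-positive cell cutoff set from DMSO-treated cells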
# MT stabilizer – microtubule stabilizers in HeLa cells. HeLa tubulin immunostaining HCS, 24 h; share of cells brighter than vehicle mean+2SD. % tubulin-high responders, % at 10 µM. 200,000 compounds, 0.83% hits. AID 2205;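 active means plate Z-score above 3 for both tubulin-high and condensed-nucleus cell shares, with cell loss under 80%, at 10 µM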;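 further: anti alpha tubulin signal scored within the nucleus-defined area of each cell; some results filed as inactive read as strong as hits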
# M17LAP inhibition – P. falciparum M17LAP inhibitors, primary screen, biochemical, fluorogenic H-Leu-NHMec substrate, 1536-well (AID 1619) | recombinant M17LAP, H-Leu-NHMec fluorogenic kinetic assay; higher % means a stronger effect | one-dose inhibition, % at 30 µM; IC50 in µM for titrated hits | 220,000 compounds, 0.38% hits;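 active means compound inhibiting the enzyme by more than half at any dose during confirmatory dose-response retesting; inconclusive means strong single-dose inhibitors picked by rank but not retested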;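 further: plate controls were full reaction with DMSO carrier for no effect and no enzyme background for full effect; strong numbers were not always called active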
# b-catenin transl – beta-catenin nuclear translocation modulation; 190,000 compounds, 0.3% hits; nuclear translocation activity, % at 5 µM; HeLa beta-catenin nuclear translocation, immunofluorescence imaging;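 active means nuclear translocation activity above 50% at 5 µM, with a well cell count of 50 or more; inconclusive means wells under 50 cells across six images, flagged as toxic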;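 further: per-cell ratio of nuclear to cytoplasmic median beta-catenin stain intensity; plate controls were DMSO negative control for no effect and GSK-3 inhibitor IX positive control for full effect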
#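 Signal – beta-catenin immunofluorescence imaging with DAPI · Test system – human HeLa cell line · Dosing – 5 µM primary single dose, 0.1% DMSO, 0.02–20 µM confirmation series · Measure – % activation, nuclear-to-cytoplasmic median beta-catenin signal ratio per cell · Incubation – 24 h compound exposure at 37°C, 5% CO2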
# Dynein transport cytoplasmic EGFP – also measured in Dynein transport; calls as there; z-score; measured here: cytoplasmic GR-EGFP intensity; active compounds read high
# Dynein transport nuclear GR-EGFP – recorded beside Dynein transport, whose call it bears; z-score; measured here: nuclear GR-EGFP intensity;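 lower value marks the stronger effect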
# Dynein transport cell count – second read-out of Dynein transport, no call of its own (marks repeat the call); z-score; measured here: cell count per field
# Insulin prom up cell count – also measured in Insulin prom up; calls as there; cell count; measured here: cytotoxicity, nuclei count;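 total cells summed across four imaged fields per well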
# b-catenin transl cell count 5 µM – recorded beside b-catenin transl, whose call it bears; cell count; measured here: cell count, cytotoxicity flag
# MT stabilizer Hoechst-high % – further read-out of MT stabilizer, marked with its call; % Hoechst-high responders; measured here: nuclear condensation Hoechst responders;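 share of cells brighter than vehicle mean plus two SD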
# MT stabilizer cytotoxicity % – second read-out of MT stabilizer, no call of its own (marks repeat the call); toxicity, %; measured here: cytotoxicity by cell density;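 0% = mean cell density of plate MIN control wells and 100% = no cells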
# Autophagy mod cell loss 18 h – further read-out of Autophagy mod, marked with its call; toxicity, %; measured here: cell loss, nuclei count;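 cell loss after 18 h compound exposure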
# Active calls of the source: *; i = inactive; ? = inconclusive; nt = no result given. These rows are one share of the data; rates above refer to the full screens.
mol	NOD1 NF-kB reporter	Dynein transport	Dynein transport cytoplasmic EGFP	Dynein transport nuclear GR-EGFP	Dynein transport cell count	Insulin prom up	Insulin prom up cell count	Yfh1-off respiration	HEK293 NOD2/NF-kB	Autophagy mod	Autophagy mod cell loss 18 h	MT stabilizer	MT stabilizer Hoechst-high %	MT stabilizer cytotoxicity %	M17LAP inhibition	b-catenin transl	b-catenin transl cell count 5 µM
O=C(N=Nc1c(O)[nH]c2ccccc12)c1cccc(S(=O)(=O)N2CCCCC2)c1	22%	-0.0075	-0.33	-0.39	0.11	0.04	1268	i	1%	i	-12	3.9	2.9	3.9	12%	0.3	956
CC(=O)NCCc1nc2ccccc2n1CCOc1ccc(C)cc1	-13%	-0.26	-0.26	0.31	1.1	-0.26	1051	i	6%	nt	nt	nt	nt	nt	-14%	0.5	1353
Cc1nn(Cc2ccccc2Cl)c(C)c1NC(=O)Cn1nc([N+](=O)[O-])c(Cl)c1C	-21%	0.39	-0.09	0.33	0.91	-0.07	1170	i	1%	i	13	3.3	2.8	11	-1%	1.6	1138
CC1=C(C(=O)Nc2ccccc2Cl)C(c2ccc(N(C)C)cc2)NC(=O)N1 (stereo not given)	nt	-0.65	0.018	-0.32	-0.069	-0.93	997	i	6%	i	3	3.8	2.4	8.2	9%	1.8	1495
COc1ccc(C(=O)Nc2nc(-c3ccc([N+](=O)[O-])cc3)c(-c3ccccc3)s2)cc1	nt	0.15	-0.3	0.26	0.71	nt	nt	i	nt	i	10	0.4	2.1	9.0	nt	nt	nt
CCCCOc1ccc(CSc2nnc(C)n2N)cc1[N+](=O)[O-]	9%	-0.16	0.36	0.2	-1.4	-0.27	1545	i	5%	i	9	2.2	2.6	5.7	0%	1.0	1455
COC(=O)c1cn(NC(=O)c2ccc3c(c2)OCO3)c(=O)c2ccccc12	-10%	0.67	-0.19	1	-0.27	-0.17	1289	i	-1%	i	-2	3.1	1.8	14	-19%	-2.1	1125
NC(=O)C1CCN(C2=C(NS(=O)(=O)c3ccccc3)C(=O)c3ccccc3C2=O)CC1	4%	-0.42	-0.25	-0.33	0.43	0.81	1390	i	0%	nt	nt	nt	nt	nt	12%	0.5	1257
Cc1ccc(CNc2nc(C)nc3sc4c(c23)CCC4)cc1	14%	-0.26	-0.21	-0.93	0.2	?	nt	i	-2%	i	9	1.6	1.7	7.4	5%	-0.7	1394
CC(C)(C)N(C(=O)Cn1nnc(-c2ccc(F)cc2)n1)C(C(=O)NC1CCCC1)c1ccncc1 (stereo not given)	-31%	0.37	-0.24	0.093	0.23	nt	nt	i	10%	i	1	4.4	1.9	4.1	2%	1.0	1110
S=c1nc(-c2cc(Cl)ccc2Cl)[nH][nH]1	-37%	0.42	-0.31	0.49	0.13	-0.9	1089	i	-2%	i	-1	6.8	1.8	4.6	10%	0.5	1101
c1ccc2c(NC3CCCC3)nnc(NC3CCCC3)c2c1	-39%	1.2	-0.18	-0.11	1	-2.9	1738	nt	10%	i	4	2.5	1.9	6.3	-4%	0.1	988
Cc1ccc(C(=O)CSc2nc3c([nH]2)c(=O)n(C)c(=O)n3C)cc1	-19%	-0.1	-0.25	-0.18	0.44	-1.1	1481	i	16%	i	13	0.8	1.2	7.8	20%	-2.2	1106
Cc1ccc(S(=O)(=O)N2CCOCC2)cc1NC(=O)CNCc1cccnc1	1%	-0.64	-0.73	-0.59	0.41	-0.02	885	i	4%	nt	nt	nt	nt	nt	-4%	-0.2	1363
O=S1(=O)C=C(SCc2ccc(F)cc2)Nc2ccccc21	-25%	0.63	-0.24	0.52	-0.64	0.13	1613	i	2%	i	-20	5.3	1.6	4.9	-1%	-1.2	996
O=C(Cn1nc(CNc2ccc(Cl)cc2)[n+]2c1CCCCC2)c1ccc(Br)cc1	-32%	1.4	-0.19	1.1	-1.1	-0.41	1553	i	14%	i	3	7.0	1.7	14	-8%	0.2	1160
COc1cccc(-c2noc(CCC(=O)NCC3CCCO3)n2)c1 (stereo not given)	-6%	0.9	-0.27	0.65	-0.61	0.8	1247	i	-3%	i	19	1.5	0.8	0.3	2%	-1.8	1091
CCCCCn1c(N(C)Cc2ccccc2)nc2c1c(=O)[nH]c(=O)n2C	-16%	-1.4	-0.24	-0.74	0.64	-0.01	1721	i	-8%	i	5	1.7	3.4	2.8	-10%	-1.0	1053
Cc1occc1C(=O)NN=C1C2CC3CC(C2)CC1C3	-17%	0.53	-0.27	0.2	0.25	0.24	1089	i	7%	i	-8	3.0	2.0	9.5	2%	-0.5	1199
O=C(COc1ccc(Br)cc1CO)Nc1ccccc1	nt	1	-0.12	0.61	-0.082	-0.18	1440	i	-52%	i	-1	2.1	1.7	1.5	9%	0.3	1346
CCOC(=O)c1cc(NC(=O)COc2ccc([N+](=O)[O-])cc2)cc(C(=O)OCC)c1	-15%	-0.14	-0.27	-0.051	-0.16	nt	nt	i	9%	i	1	1.4	4.1	10	9%	0.4	934
CNC(=S)NCCc1cc2c(OC)ccc(OC)c2[nH]c1=O	-28%	-0.86	-0.21	-0.49	0.27	-0.71	1170	i	-4%	i	11	2.7	1.9	2.5	4%	0.5	1086
O=C(CNCC1CCCO1)N1CCCc2ccccc21 (stereo not given)	-4%	0.31	-0.075	0.35	0.45	-0.03	1214	i	10%	i	5	2.3	4.6	12	8%	-8.0	1229
CCN(/N=C/C=C/c1ccccc1)c1cc(=O)n(C)c(=O)[nH]1	-18%	0.76	-0.22	0.68	0.035	0.05	1377	i	5%	i	5	5.0	1.8	12	5%	-3.0	1124
Cc1c(N=c2scc(-c3ccccc3)n2C)c(=O)n(-c2ccccc2)n1C	-13%	-0.48	-0.23	-0.17	0.5	-0.78	1218	i	12%	i	16	4.8	2.0	3.2	-2%	1.1	1013
O=C(Sc1ccc(Cl)cc1)c1cccc(Cn2cc(C(F)(F)F)ccc2=O)c1	2%	-3.4	0.17	-1.5	1.2	nt	nt	i	13%	nt	nt	nt	nt	nt	-6%	-1.8	1122
CCN1C(=O)/C(=C\N2CCOCC2)SC1=S	14%	-0.89	0.16	-0.38	0.82	0.23	807	i	10%	i	-3	0.7	1.4	6.4	1%	nt	nt
CC(C)c1c(C#N)c(N)nc(SCC(=O)c2cc3ccccc3oc2=O)c1C#N	nt	-0.53	-0.25	0.54	0.11	-0.21	1636	i	6%	i	0	2.8	1.7	4.3	-8%	-0.7	1147
Cc1ccc(S(=O)OCC(=O)Nc2cc(Cl)ccc2N2CCOCC2)cc1 (stereo not given)	-1%	-0.53	-0.3	-0.21	0.46	0.18	1305	i	2%	i	2	3.7	1.7	9.4	-3%	-1.5	1087
Cc1ccc(S(=O)(=O)N2CCCC2C(=O)N(C)Cc2cccs2)cc1 (stereo not given)	43%	0.017	-0.2	-0.2	0.045	4.2*	950*	i	-5%	i	-5	1.3	1.5	8.8	3%	-0.6	741
CC(C)C(=O)OCC(=O)NCc1ccccc1Cl	-15%	0.29	-0.36	0.61	0.16	-0.06	1318	i	4%	i	-2	3.8	2.1	7.5	0%	-3.0	1140
COc1cccc(S(=O)(=O)NCc2ccc(C(=O)NCC3CCCO3)cc2)c1 (stereo not given)	-12%	0.75	-0.097	-0.31	-0.51	0.7	1189	i	7%	i	-1	3.7	1.0	6.5	8%	nt	nt
Cc1ccc(C(=O)NNC(=O)C(C)Sc2nc(N)cc(N)n2)cc1 (stereo not given)	-5%	2	-0.22	1.7	-1.1	0.53	1579	i	-16%	i	11	0.9	1.4	8.2	31%	4.2	1402
CCOc1cccc(OCCOc2ccccc2[N+](=O)[O-])c1	-44%	-0.69	-0.24	-0.47	1	nt	nt	i	-30%	i	3	2.0	1.2	9.9	0%	-4.2	1244
O=C(NC1CCCCCC1)C1CCCN(S(=O)(=O)c2cccs2)C1 (stereo not given)	-2%	-0.24	0.067	0.44	0.041	-0.69	1004	i	7%	i	-2	3.5	1.9	3.1	-17%	nt	nt
O=S(=O)(Nc1nc2cc3c(cc2nc1Cl)OCCO3)c1ccccc1	-53%	0.61	-0.34	0.66	-0.22	-0.4	1279	i	-6%	i	-10	2.5	2.8	4.1	-84%	-1.9	1181
O=C(CCCNS(=O)(=O)c1cccc2nsnc12)NCc1ccc(Cl)cc1	-12%	1.5	-0.38	0.47	-0.95	-0.12	1266	i	14%	i	9	5.3	1.4	2.3	5%	-1.7	903
O=c1c2[nH]c3cccc(Cl)c3c2ncn1Cc1ccncc1	-40%	0.15	-0.32	0.3	-0.14	0.25	1091	i	-12%	i	2	5.0	2.9	6.7	9%	0.1	1154
O=C(COc1ccccc1[N+](=O)[O-])NC1CC1	-8%	0.25	-0.28	0.48	-0.68	-1.1	1277	i	-12%	i	4	5.6	2.9	0.7	-4%	-1.6	1077
CCOc1ccc(NC(=O)COC(=O)Cn2cnnn2)cc1OCC	-35%	0.16	1.1	0.7	0.38	-0.1	1798	i	-14%	i	0	2.5	2.2	5.0	2%	-0.3	1062

# From PubChem
